BAZ2B inh – blocks human BAZ2B. Q9UIF8. AlphaScreen BAZ2B-H3K14Ac peptide displacement. Potency, µM (series often up to 114 µM), without a hit: at the top dose activity change, negative = inhibition, usual class: inhibitors. hit rate 4.4% among 360,000. AID 504333; also: % is scaled to controls: 0 for no effect and ±100 for the full control effect; nearly all actives have a fitted effect of over 60% in size
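AlphaScreen luminescence quantifies BAZ2B engagement of H3K14Ac peptide; the protein and biotinylated peptide are both at 50 nM final, buffer PBS pH 7.4 with 0.01% Tween-20, all steps at room temperature.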
POLK inh – DNA polymerase kappa (human) inhibition | hit rate 0.53% among 400,000 | purified Pol kappa, fluorescent DNA synthesis assay, 10 min | Potency, µM (highest dose often 107 µM), inactives show at the top dose activity, negative = inhibition, most hits filed as inhibitors | Q9UBT6; also: % is scaled to controls: 0 for no effect and ±100 for the full control effect
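Kinetic fluorescence readout at 0 and 10 min followed reaction start with substrate at 50 nM final. Beforehand, enzyme (10 nM Pol kappa) stood 15 min with compound at room temperature; buffer-only wells were negative controls.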
Pol eta inh – blocks human DNA polymerase eta activity. Potency, µM (titrated, usually from 114 µM), for the others: top-dose activity change, negative = inhibition, actives largely listed as inhibitors. hit rate 1.2% among 390,000. recombinant Pol eta, fluorescent DNA replication assay. AID 588591; also: % is scaled to controls: 0 for no effect and ±100 for the full control effect
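Pol eta (10 nM) was preincubated with compounds for 15 min at room temperature, after which fluorescent replication substrate (50 nM final) was added to start the reaction. Fluorescence was read kinetically at 0 and 10 min.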
Pol iota inh – DNA polymerase iota (human) inhibition. Pol iota fluorescent replication assay, 10 min. Potency, µM (titrated, usually from 115 µM), without a hit: at the top dose activity, negative = inhibition, actives largely listed as inhibitors. hit rate 1% among 390,000. AID 588590
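Pol iota at 10 nM preincubated 15 min with compounds at room temperature; reaction started with fluorescent substrate, 50 nM final. Fluorescence read kinetically at 0 and 10 min; buffer-only wells as negative control.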
G9a inh – blocks human histone lysine methyltransferase G9a. Q96KQ7. G9a H3K9 monomethylation, AlphaScreen, 2 h. Potency, µM (highest dose often 102 µM), without a hit: top-dose activity, negative = inhibition, usual class: inhibitors. hit rate 8.8% among 350,000; also: % is scaled to controls: 0 for no effect and ±100 for the full control effect; nearly all actives have a fitted effect of over 75% in size
Target sequence (Q96KQ7 913-1193 limits assumed): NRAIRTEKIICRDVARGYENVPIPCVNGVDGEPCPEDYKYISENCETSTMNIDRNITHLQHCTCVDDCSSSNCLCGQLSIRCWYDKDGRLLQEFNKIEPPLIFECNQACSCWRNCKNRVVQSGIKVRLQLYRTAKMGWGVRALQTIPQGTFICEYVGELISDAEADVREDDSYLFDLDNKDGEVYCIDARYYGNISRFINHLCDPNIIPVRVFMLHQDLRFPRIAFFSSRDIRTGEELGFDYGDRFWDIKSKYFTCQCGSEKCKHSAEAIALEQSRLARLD
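Signal arises when biotinylated H3K9 peptide, once monomethylated, bridges streptavidin donor and antibody-captured acceptor beads. Enzyme at 20 nM was preincubated 15 min with test compounds; peptide 500 nM and SAM 20 uM then reacted for 2 h.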
BLM helicase inh – inhibitors of human Bloom syndrome helicase BLM; P54132; recombinant BLM DNA unwinding, fluorescence dequenching; Potency, µM (series often up to 56.1 µM), for the others: top-dose activity change, negative = inhibition, hits mostly inhibitors; hit rate 0.2% among 350,000; AID 2528;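 also: plate controls were vehicle for no effect and no enzyme for full effect; nearly all actives have a fitted effect of over 35% in size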
Anesthetic bind – binds horse apoferritin like a general anesthetic. Potency, µM (top dose mostly 77.5 µM), without a hit: at the highest dose activity change, negative = displacement, most hits filed as inhibitors. AID 485281. hit rate 0.074% among 350,000. apoferritin/1-aminoanthracene competitive binding, fluorescence; also: % is scaled to controls: 0 for no effect and ±100 for the full control effect; nearly all actives have a fitted effect of over 20% in size
Target sequence (P02791 2-175 limits assumed): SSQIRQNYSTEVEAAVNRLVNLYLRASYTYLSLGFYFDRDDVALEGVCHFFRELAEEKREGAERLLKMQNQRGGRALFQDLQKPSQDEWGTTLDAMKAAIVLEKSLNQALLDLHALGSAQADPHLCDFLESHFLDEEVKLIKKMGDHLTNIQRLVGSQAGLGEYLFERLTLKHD
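Probe: 1-aminoanthracene (50% saturated, PBS). Protein: horse-spleen apoferritin, 10 uM. Incubation: 10 min, room temperature. Detection: 380 nm excitation, 535 nm emission. Analysis: normalized response, four-parameter Hill.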
APE1 inh – inhibitors of human APE1 endonuclease; P27695; recombinant APE1, TAMRA/BHQ-2 abasic DNA cleavage fluorescence; Potency, µM (top dose mostly 65.8 µM), inactives show at the top dose activity change, negative = inhibition, usual class: inhibitors; hit rate 0.35% among 350,000; AID 2517;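 also: plate controls were vehicle for no effect and reference inhibitor for full effect; nearly all actives have a fitted effect of over 55% in size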
Target sequence (P27695 whole entry, looked up): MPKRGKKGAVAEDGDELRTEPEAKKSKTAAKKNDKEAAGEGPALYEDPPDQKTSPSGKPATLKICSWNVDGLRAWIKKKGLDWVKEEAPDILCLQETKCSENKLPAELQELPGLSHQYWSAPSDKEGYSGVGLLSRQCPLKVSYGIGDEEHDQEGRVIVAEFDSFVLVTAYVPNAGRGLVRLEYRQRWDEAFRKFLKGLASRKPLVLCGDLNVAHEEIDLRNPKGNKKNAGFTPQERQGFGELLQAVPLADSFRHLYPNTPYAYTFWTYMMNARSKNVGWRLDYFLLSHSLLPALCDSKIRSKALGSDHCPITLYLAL
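Quantitative HTS: incision of a TAMRA/BHQ-2 double-stranded substrate bearing a tetrahydrofuran abasic site by 0.75 nM APE1 raises fluorescence. Substrate 50 nM final, added after 15 min compound preincubation at room temperature; progress as third-minus-first kinetic read difference.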
POLB inh – inhibitors of human DNA polymerase beta; P06746; Pol beta primer extension/strand displacement, fluorescence kinetic; Potency, µM (series often up to 114 µM), without a hit: at the highest dose activity change, negative = inhibition, most hits filed as inhibitors; hit rate 1.3% among 340,000; AID 485314; also: % is scaled to controls: 0 for no effect and ±100 for the full control effect
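Homogeneous kinetic assay of primer extension and strand displacement by 10 nM Pol beta, preincubated 15 min at room temperature with compound before 50 nM substrate (final) was added. Read at 0 and 10 min; four-parameter Hill fit.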
Starred values were filed as active, the others as inactive; ? = inconclusive; / = no result given; & = joins results of further samples; [ ] = dose if it differs, or a comment. Calls follow the shape of the dose curve; as a rule, active = well fitted curve in the direction sought with a large enough effect; inconclusive = small, poorly fitted or top-dose-only effect, or another doubt; inactive = no such curve, though single readings can be large; an effect the other way counts as inactive or inconclusive. Potency is read from the fitted curve at half-maximal effect.

Structure | BAZ2B inh | POLK inh | Pol eta inh | Pol iota inh | G9a inh | BLM helicase inh | Anesthetic bind | APE1 inh | POLB inh
Cc1ccc(N2CC(C(=O)NCCS(=O)(=O)N3CCN(c4ccccc4)CC3)CC2=O)cc1C (configuration not stated) | -10.2%&-0.5% | -6.3% | -15.4%&4.8% | ? | -2.6%&-2.0%[59 µM] | -2.0%&-3.1% | 0.3%&-0.3% | 55.7% | 28.8%&-2.6%
NC(=O)Nc1ccc(C(=O)OCC(=O)c2c[nH]c3ccccc23)cc1 | / | 4.9% | -29.0% | 35.5% | / | / | / | -22.8% | /
COc1ccc(C(=O)COC(=O)CNC(=O)c2cc(OC)cc(OC)c2)cc1 | 3.3% | -8.5% | -4.3% | -1.6% | 4.8%[59 µM] | -0.8% | -15.3% | 5.2% | 94.8%
COc1ccc(N2C(=O)CC(SCc3ccc(Cl)cc3)C2=O)cc1 (configuration not stated) | 4.0% | 0.5% | -15.9% | 6.1% | / | -5.8% | 9.3% | -7.7% | -0.2%
Cc1ccc2ccc[n+](Cc3ccccc3)c2c1 | -4.2% | -2.9% | -0.8% | 5.0% | -47.3%[2.33 µM] | / | / | 16.5% | /
CN(C)S(=O)(=O)c1ccc(NC(=O)CCNC(=O)c2ccc([N+](=O)[O-])cc2)cc1 | 0.5% | 4.5% | -17.6% | 36.2%[activator] | -15.2% | 0.3% | ? | 1.6% | 2.4%
COc1cc(NS(=O)(=O)c2ccc(NC(=O)c3ccc(S(=O)(=O)N4CCCC4)cc3)cc2)ncn1 | 4.1% | / | / | / | -32.9% | -11.5% | -2.7% | -1.4% | -9.3%
O=C(NC1CCCCC1)N(Cc1cc2cc3c(cc2[nH]c1=O)OCCO3)C1CCCCC1 | -18.8% | -14.1% | -17.2% | 14.4% | 5.0%[59 µM] | 0.4% | -14.1% | 1.2% | 1.3%
COc1ccc(Cl)cc1C(=O)NCC#N | 2.8% | -1.2% | 9.6% | -5.5% | -0.1%[12.7 µM] | 1.5% | -5.4% | 0.3% | 39.2%
O=c1cc(CO)oc(CN2CCN(c3cccc(C(F)(F)F)c3)CC2)c1O | ? | -3.4% | -6.2% | 23.0% | ? | -0.9% | -14.1% | 13.0% | -3.5%
COc1ccc(C2(C(=O)Nc3ccc(C)c(C)c3)CCOCC2)cc1 | -9.1% | -13.5% | 4.6% | 0.4% | / | -5.5% | -6.9% | 1.9% | 42.7%
Cc1cc(C)c2c(c1)/C(=N/NC(=S)Nc1ccc(F)cc1)CCC2 | 10.5% | -2.5% | 0.9% | -8.6% | 51.8%[activator][2.33 µM] | -0.5% | 2.2% | -1.8% | 7.0%
Cc1ccc(C)c(S(=O)(=O)N2CCCC2CNC(=O)c2ccc([N+](=O)[O-])cc2)c1 (configuration not stated) | ? | 7.0% | 8.0% | 31.7%[activator] | -44.7% | / | / | -3.6% | /
CC1CCn2c(nc3cc(C(=O)NCCc4ccccc4)ccc32)C1 (configuration not stated) | -2.3% | -15.4%[60.1 µM] | -25.1% | -24.3% | 2.5%[59 µM] | -2.1% | -12.2% | / | -4.6%
CC(=O)N1c2ccc(S(=O)(=O)N3CCOCC3)cc2CC1C (configuration not stated) | -13.9%[57.1 µM] | 15.4% | -10.1% | 4.9% | 11.2% | 0.9% | -1.5% | 68.1%[activator] | 9.3%
Cc1cc(OCC(=O)OCC(=O)N(C)c2c(N)n(Cc3ccccc3)c(=O)[nH]c2=O)ccc1Cl | -4.3% | -1.8% | ? | 35.0%[activator] | 6.31µM* | / | / | -8.9% | /
COc1ccccc1N(O)C1CC(=O)N(c2ccc(Br)cc2)C1=O (configuration not stated) | ? | -6.1% | -11.6% | ? | ? | -2.6% | ? | -2.6% | 10.1%
CC(C)CC(=O)N1CCC(N(CCc2ccccc2)Cc2ccccc2)CC1 | 50.1µM* | -19.6% | ? | 2.5% | 22.4µM* | -8.8% | -8.8% | 43.2% | -15.0%
CCCCc1ccc(NS(=O)(=O)N(C)C)cc1 | 1.8% | -4.8% | -7.0% | -1.3% | 7.1% | -4.5% | ? | -2.7% | -1.5%
O=C1[C@@H]2Cc3c([nH]c4ccccc34)C(c3ccccc3)N2C(=O)CN1C1CC1 (some centres not stated) | ? | -10.3% | 4.2% | 8.8% | 34.3%[0.501 µM] | -3.4% | -1.6% | -4.9% | 18.0%
O=C1CN(C(=O)COC(=O)c2ccccc2NC(=O)c2ccco2)c2ccccc2N1 | 11.9% | -2.5% | -15.0% | 14.9% | -0.3%[12.7 µM] | -0.4% | -7.3% | 0.6% | 23.5%
CC1(C)CC(=O)C2=C(C1)N(c1ccc(F)cc1)C(=O)C2(NC(=O)c1ccccc1)C(F)(F)F (configuration not stated) | 10.6% | / | / | / | 19.0%[59 µM] | -1.3% | -0.9% | -2.2% | 4.0%
CCOC(=O)c1ccc(N2C(=O)c3[nH]nc(-c4ccc(C)cc4)c3C2c2ccc(O)c(OCC)c2)cc1 (configuration not stated) | / | -12.2% | -18.3% | -10.8% | -29.2%[59 µM] | -8.9% | -9.0% | / | 3.7%
C[C@H](NC(=O)OCc1ccccc1)c1nnc([C@H](Cc2ccccc2)NC(=O)OC(C)(C)C)o1 | -3.9% | -2.9% | -18.0% | 25.1% | 21.7%[59 µM] | -6.0% | -10.2% | 6.1% | -8.6%
COC(=O)C1CCN(C(=O)c2cc(S(=O)(=O)N3CCCCC3)ccc2Cl)CC1 | -5.1% | -7.9% | -11.1% | -3.8% | -5.1%[59 µM] | / | / | 0.1% | /
COc1cccc(N2CCN(C(=O)Nc3ccc4c(c3)NC(=O)CO4)CC2)c1 | 0.8% | -2.7% | -17.8% | -0.8% | -12.3%[12.7 µM] | -0.2% | -0.1% | 0.0% | 11.1%
O=C(NC1=NCCS1)c1ccccc1 | -2.5% | ? | ? | 30.7%[activator] | 4.2% | -0.2% | -2.7% | 27.4% | 20.5%
COc1ccc(OCCNS(=O)(=O)c2ccccc2)cc1 | 2.3% | -1.3% | -15.7% | 6.8% | -1.3% | -0.3% | -15.9% | -0.6% | 20.4%
COC(=O)NCc1ccc2c(c1)OCO2 | -30.8% | -12.0% | -14.5% | 11.0% | -7.5%[12.7 µM] | -0.5% | ? | 3.6% | -19.9%
CCc1ccccc1NNC(=O)c1snnc1C | -12.4% | -2.0% | -17.2% | 57.2%[activator] | 2.82µM* | -3.6% | -9.5% | 3.5% | 12.1%

Brought forward from above: 4 entries; new compounds follow.
Structure | BAZ2B inh | POLK inh | Pol eta inh | Pol iota inh | G9a inh | BLM helicase inh | Anesthetic bind | APE1 inh | POLB inh
O=C(NC1=NCCS1)c1ccccc1 | -2.5% | ? | ? | 30.7%[activator] | 4.2% | -0.2% | -2.7% | 27.4% | 20.5%
COc1ccc(OCCNS(=O)(=O)c2ccccc2)cc1 | 2.3% | -1.3% | -15.7% | 6.8% | -1.3% | -0.3% | -15.9% | -0.6% | 20.4%
COC(=O)NCc1ccc2c(c1)OCO2 | -30.8% | -12.0% | -14.5% | 11.0% | -7.5%[12.7 µM] | -0.5% | ? | 3.6% | -19.9%
CCc1ccccc1NNC(=O)c1snnc1C | -12.4% | -2.0% | -17.2% | 57.2%[activator] | 2.82µM* | -3.6% | -9.5% | 3.5% | 12.1%
Cc1cc(=O)oc2c3c(cc(OCC(=O)N[C@H](C(=O)O)c4ccccc4)c12)OC(C)(C)CC3 | -35.3% | 17.9% | -3.9% | 0.5% | / | 0.5% | 3.0% | 16.7% | 26.9%
Cc1ccc(C)c(NC(=O)NNS(=O)(=O)c2ccc(C)c(C)c2)c1 | -3.9% | -2.9% | 6.5% | 20.5% | -2.4% | -4.2% | -13.7% | 11.2% | 23.3%
CCOc1ccc2nc(NC(=O)c3c([N+](=O)[O-])cnn3CC)sc2c1 | -10.0% | -14.2% | -11.0% | 12.8% | -9.4%[59 µM] | 4.0% | -18.8% | 0.5% | 27.7%
CCOC(=O)c1cn(CC(=O)Nc2ccc(C(C)C)cc2)nn1 | ? | -20.9% | -1.8% | 1.2% | 0.8%[0.501 µM] | -8.5% | -10.3% | 9.6% | 0.5%
O=C1CC(C(=O)Nc2ccc(F)cc2)n2cnnc2N1 (configuration not stated) | -8.7% | -14.8% | -1.0% | 77.6%[activator] | 9.6% | -0.7% | -0.4% | -5.3% | 41.5%
COC(=O)Nc1nc2ccc(SC(C)C)cc2[nH]1 | 5.3% | -13.0% | -6.6% | -4.8% | 6.9%[59 µM] | -0.2%[21.4 µM] | -2.2%[29.3 µM] | 1.7% | /
Cc1cccn2c(=O)c3cc(C(=O)NC(C)C)n(C)c3nc12 | 1.3% | -11.1% | -30.2% | 28.3% | 1.2%[59 µM] | 2.0% | 0.4% | / | -9.2%
c1ccc2nc3c(nc2c1)sc1nc2ccccc2n13 | -0.5% | / | / | / | -23.9%[12.7 µM] | -1.8% | -3.9% | -7.5% | 6.7%
COc1ccc(C2=CC(c3ccc(C)cc3)n3nnnc3N2)cc1 (configuration not stated) | -7.7% | -2.4% | -11.1% | -12.5% | ? | -19.9% | 320.4%[activator] | -3.4% | 7.9%
Cc1cccc(OCC(=O)Nc2cccc(-c3nc4ccccc4s3)c2)c1 | 4.9% | 1.4% | -19.8% | -14.2% | 12.9%[59 µM] | -2.6% | 0.5% | / | -9.9%
N#Cc1cccc(S(=O)(=O)NNC(=O)C23CC4CC(CC(C4)C2)C3)c1 | / | -2.1% | -4.2% | 77.5%[activator] | / | / | / | 1.2% | /
CCCC1=NN(C(=O)Cc2ccc(OC)c(OC)c2)C(O)(C(F)(F)F)C1 (configuration not stated) | -3.9% | 0.8% | 4.5% | 39.7%[activator] | 23.2% | -1.9% | 2.0% | ? | -0.2%
N/C(=N\OC(=O)c1ccccc1Cl)c1ccccn1 | -0.1% | -0.5% | 0.6% | 23.9% | 70.8µM* | -1.6% | ? | 3.6% | 92.2%

Not all compounds are listed, so the mix of outcomes need not match the whole.
